AMA1 RON2 block: qHTS for Inhibitors of AMA1-RON; Towards Development of Antimalarial Drug Lead: Primary Screen; AlphaScreen AMA1-biotinylated RON2 peptide binding; Potency, µM (titrated, usually from 58.2 µM), for the others: at the top dose activity change, negative = inhibition, hits mostly inhibitors; 360,000 compounds, 0.2% hits;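 also: potency is read from the fitted curve at half-maximal effect; 0% = vehicle wells and -100% = peptide control; nearly all actives have a fitted effect of over 45% in size; some results filed as inactive show a strong effect at the top dose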
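AMA1 (3D7) with his tag at 25 nM final met compounds first, then biotinylated RON2 peptide at 25 nM; detection used donor plus acceptor beads, 10 µg/mL apiece, read by AlphaScreen after 30 min at room temperature.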
Tb PYK inh: qHTS of Trypanosoma Brucei Inhibitors. AID 624173, 2012. pyruvate kinase (Trypanosoma brucei), Q57TT1. TbPYK enzyme, Kinase-Glo Plus ATP luminescence, 45 min. Potency, µM (top dose mostly 76.8 µM), for the others: at the highest dose activity, negative = inhibition, usual class: inhibitors. 410,000 compounds, 0.12% hits; also: potency is read from the fitted curve at half-maximal effect; nearly all actives have a fitted effect of over 50% in size
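T. brucei PYK with substrate was exposed to pin-transferred compounds across a concentration series, then started with 130 uM ADP (final). After 45 min at room temperature, Kinase-Glo Plus luminescence was read, normalized and curve-fitted.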
AmpC no deterg: qHTS Inhibitors of AmpC Beta-Lactamase (assay without detergent) | P00811 | AmpC nitrocefin hydrolysis, absorbance 480 nm, 0.0001% Triton | Potency, µM (doses to about 57.1 µM), for the others: at the top dose activity change, negative = inhibition, most hits filed as inhibitors | 330,000 compounds, 0.52% hits | AID 485341, 2010;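 also: potency is read from the fitted curve at half-maximal effect; plate controls were no compound for no effect and no enzyme for full effect; nearly all actives have a fitted effect of over 20% in size; some results filed as inactive show a strong effect at the top dose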
Target sequence (P00811 whole entry, looked up): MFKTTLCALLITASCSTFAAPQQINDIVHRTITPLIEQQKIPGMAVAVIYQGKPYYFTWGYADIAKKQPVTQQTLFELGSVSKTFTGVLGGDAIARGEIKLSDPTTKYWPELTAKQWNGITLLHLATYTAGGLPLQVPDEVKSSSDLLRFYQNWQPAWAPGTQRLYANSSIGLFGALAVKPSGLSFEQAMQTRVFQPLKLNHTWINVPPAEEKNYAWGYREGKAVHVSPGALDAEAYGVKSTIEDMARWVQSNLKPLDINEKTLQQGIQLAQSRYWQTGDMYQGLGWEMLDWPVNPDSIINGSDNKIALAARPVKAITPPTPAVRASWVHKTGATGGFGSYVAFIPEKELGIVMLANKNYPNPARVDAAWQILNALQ
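AmpC (5.3 nM in the dispensed reagent) in 20 mM phosphate pH 7.0 with 0.01% (detergent screen) or 0.0001% Triton X-100 was preincubated with compounds for 15 min at room temperature. Nitrocefin was then added from an 800 uM solution, and hydrolysis was followed at 480 nm.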
HCMV antiviral: qHTS Assay for inhibitors of the human cytomegalovirus (HCMV) | 410,000 compounds, 4.5% hits | activity change, negative = inhibition, % at 57.5 µM | HFF cells, HCMV-luciferase reporter, 72 h; active compounds read low; in the data active = activity change below about -60%; inconclusive = no clear call, values can overlap the other calls; inactive = above about -39%
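Compounds were evaluated in HFFs infected with an HCMV luciferase reporter virus (MOI 1 PFU/cell). Luciferase in lysates collected 72 h post infection served as the replication measure.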
Sm TGR inh: qHTS Assay for the Inhibitors of Schistosoma Mansoni Peroxiredoxins. AID 485364, 2010. 360,000 compounds, 3% hits. Potency, µM (titrated, usually from 114 µM), inactives show at the highest dose activity change, negative = inhibition, actives largely listed as inhibitors. purified TGR, DTNB reduction, TNB absorbance 405 nm; also: potency is read from the fitted curve at half-maximal effect; nearly all actives have a fitted effect of over 60% in size
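First, TGR (20 nM dispensed) and NADPH were mixed with compound. Second, a 15 min room-temperature incubation followed. Third, further NADPH and then DTNB were added to start the reaction. Finally, TNB absorbance was monitored kinetically.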
LmPK inh: qHTS Assay for Inhibitors of Leishmania Mexicana Pyruvate Kinase (LmPK); purified LmPK, Kinase-Glo ATP luminescence, 1 h; Potency, µM (top dose mostly 57.5 µM), inactives show top-dose activity change, negative = inhibition, most hits filed as inhibitors; 290,000 compounds, 0.37% hits; also: potency is read from the fitted curve at half-maximal effect
Target sequence (Q27686 whole entry, looked up): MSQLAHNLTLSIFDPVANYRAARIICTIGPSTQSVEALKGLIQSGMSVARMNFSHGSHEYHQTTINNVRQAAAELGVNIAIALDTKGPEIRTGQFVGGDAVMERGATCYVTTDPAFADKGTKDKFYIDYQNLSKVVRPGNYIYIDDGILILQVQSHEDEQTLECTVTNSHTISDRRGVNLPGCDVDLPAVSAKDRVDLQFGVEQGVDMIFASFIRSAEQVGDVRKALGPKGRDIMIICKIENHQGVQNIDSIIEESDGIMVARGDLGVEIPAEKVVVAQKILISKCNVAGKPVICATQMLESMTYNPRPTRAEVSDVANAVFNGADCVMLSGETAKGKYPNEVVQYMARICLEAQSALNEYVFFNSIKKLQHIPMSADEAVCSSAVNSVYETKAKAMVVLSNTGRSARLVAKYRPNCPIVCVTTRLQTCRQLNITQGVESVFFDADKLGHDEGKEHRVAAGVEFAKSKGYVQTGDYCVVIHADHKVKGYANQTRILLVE
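Purified LmPK (0.1 nM) converted ADP (0.1 mM) to ATP with PEP (0.5 mM) in imidazole buffer pH 7.2 with KCl and MgCl2, 1 h at room temperature. ATP was read by Kinase-Glo luminescence; data normalized to uninhibited and no-enzyme controls.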
AmpC inh detg: qHTS Inhibitors of AmpC Beta-Lactamase (assay with detergent); P00811; AmpC hydrolysis of nitrocefin, absorbance 480 nm, 0.01% Triton; Potency, µM (top dose mostly 114 µM), for inactives: at the highest dose activity change, negative = inhibition, hits mostly inhibitors; 370,000 compounds, 0.041% hits;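 also: potency is read from the fitted curve at half-maximal effect; 0% = no-compound wells and -100% = no-enzyme wells; nearly all actives have a fitted effect of over 25% in size; some results filed as inactive show a strong effect at the top dose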
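20 mM phosphate pH 7.0 + 0.01% (detergent screen) or 0.0001% Triton X-100; 5.3 nM AmpC reagent; cpd preinc 15 min RT; nitrocefin (800 uM stock) to start; A480 q20 s × 4 min; Activity was normalised to no-enzyme and no-compound control wells.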
Starred values were filed as active, the others as inactive; u = inconclusive; x = no result given; [ ] = another dose, or the depositor's remark. Unless noted, calls follow the shape of the dose curve; as a rule, active = well fitted curve in the direction sought with a large enough effect; inconclusive = small, poorly fitted or top-dose-only effect, or another doubt; inactive = no such curve, though single readings can be large; an effect the other way counts as inactive or inconclusive. Unless noted, % is scaled to controls: 0 for no effect and ±100 for the full control effect.

Assay codes: A = AMA1 RON2 block; B = Tb PYK inh; C = AmpC no deterg; D = HCMV antiviral; E = Sm TGR inh; F = LmPK inh; G = AmpC inh detg
> CCn1c(CSc2nc3ccccc3s2)nnc1SCC(=O)c1ccc2c(c1)OCCO2
  A = -10%	B = -11%	C = -7%	D = 13	E = -6%	F = 2%	G = -13%

> Cc1nn(CC(=O)Nc2nnc(CC(=O)N3CCCC3)s2)c(=O)c2ccccc12
  A = 5%	B = 2%	C = -10%	D = 29	E = -1%	F = 8%	G = u

> CC(=O)Nc1ccccc1-c1nc2ccc(C(=O)N3CCN(c4cccc(C)c4)C(C)C3)cc2[nH]c1=O (centres undefined)
  A = -8%	B = 3%	C = 86%[activator]	D = 0	E = 7%	F = 6%	G = -14%

> CCCC(c1nnnn1CC(=O)OCC)N(Cc1cc2c(C)cc(C)cc2[nH]c1=O)C1CCCC1 (centres undefined)
  A = 5%	B = -3%	C = -14%	D = 82	E = u	F = -5%	G = -14%

> COc1ccccc1-c1c(C#N)c(N)nc2c1CCC2
  A = -6%	B = 0%	C = -16%	D = u	E = 6%	F = 2%	G = 6%

> CCN1C(=O)C2(C(C(=O)c3ccc(C)o3)=C(O)C(=O)N2CCCN(C)C)c2ccccc21 (centres undefined)
  A = -1%	B = -15%	C = 8%	D = -9	E = 32µM*	F = -4%	G = -8%

> CCOCCOC(=O)C(C)Sc1n[nH]c(=O)[nH]c1=O (centres undefined)
  A = 1%	B = -24%	C = -25%	D = 19	E = -5%	F = -1%	G = -6%

> O=C(NCC(c1ccco1)N1CCCC1)c1ccc(Cl)c(S(=O)(=O)N2CCc3ccccc32)c1 (centres undefined)
  A = 20%[11.6 µM]	B = 4%	C = 114%[activator]	D = u	E = u	F = x	G = -2%

> CC12COC3(C(=O)Nc4nccs4)CC1CCC32C (centres undefined)
  A = -5%	B = -12%	C = -26%	D = 51	E = -25%	F = -5%	G = -7%

> COC(=O)c1ccc(OC(=O)CCc2cc(OC)c(OC)c(OC)c2)cc1
  A = 6%	B = -1%	C = 75%[activator]	D = -11	E = -15%	F = 0%	G = -1%

Continued, overlapping the part above by 2 compounds.
Assay codes: A = AMA1 RON2 block; B = Tb PYK inh; C = AmpC no deterg; D = HCMV antiviral; E = Sm TGR inh; F = LmPK inh; G = AmpC inh detg
> CC12COC3(C(=O)Nc4nccs4)CC1CCC32C (centres undefined)
  A = -5%	B = -12%	C = -26%	D = 51	E = -25%	F = -5%	G = -7%

> COC(=O)c1ccc(OC(=O)CCc2cc(OC)c(OC)c(OC)c2)cc1
  A = 6%	B = -1%	C = 75%[activator]	D = -11	E = -15%	F = 0%	G = -1%

> CC(C)(C)c1ccc2c(c1)N(CC(=O)NCCCN1CCN(c3ccccc3F)CC1)C(=O)CO2
  A = x	B = -1%	C = x	D = 48	E = 3%	F = x	G = 5%

> O=C1c2nccnc2C(=O)N1c1ccc(F)cc1
  A = -18%	B = 2%	C = -8%	D = 55	E = 4%	F = 1%	G = -10%

> CN1CCN(c2cc(N3CCCCCC3)c(F)cc2[N+](=O)[O-])CC1
  A = -18%	B = 3%	C = 78%[activator]	D = -2	E = -6%	F = 3%	G = 0%

> COc1ccc(CNC(=O)C2CC(c3ccc(C(F)(F)F)cc3)=NO2)cc1 (centres undefined)
  A = 7%	B = -2%	C = -11%	D = -6	E = 8%	F = 3%	G = 2%

> CC1=C(C(=O)Nc2cc(C(=O)N3CCN(c4cccc(C)c4C)CC3)ccc2C)SCCO1
  A = -10%	B = -2%	C = 56%	D = -37	E = 1%	F = -8%	G = -6%

> Cc1cccc(NC(=O)CNC(=O)C23CC4CC(CC(Cl)(C4)C2)C3)n1
  A = -17%	B = 1%	C = -1%	D = -4	E = -1%	F = x	G = 5%

> COc1ccc(N(CC(=O)Nc2cc(C)cc(C)c2)S(=O)(=O)c2ccccc2[N+](=O)[O-])c(OC)c1
  A = -10%	B = -14%	C = -16%	D = 24	E = -2%	F = 2%	G = -3%

> CC(=O)N/C(=C\c1ccccc1)C(=O)OCC(=O)c1c(N)n(C)c(=O)n(C)c1=O
  A = 22%	B = 4%	C = -14%	D = 5	E = x	F = x	G = x

> Cc1ccc(NC(=O)NC2=N/C(=C(/C#N)C(=O)N3CCCC3)c3ccccc32)cc1
  A = 24%	B = -4%	C = -24%	D = 21	E = 1%	F = -5%	G = -16%

> CC(C)(C)c1ccc(CSc2nnc(-c3ccccn3)n2Cc2ccco2)cc1
  A = -19%	B = -1%	C = 22%	D = 4	E = -28%	F = 2%	G = -6%

> CCCCn1c(N)c(N(CC(C)C)C(=O)CC(NC(=O)c2ccccc2)c2ccccc2)c(=O)[nH]c1=O (centres undefined)
  A = 0%	B = -9%	C = -19%	D = 1	E = 1%	F = x	G = -22%

> COc1cc(NC(=O)CN2c3ccccc3S(=O)(=O)c3ccccc32)cc(OC)c1
  A = x	B = 0%	C = x	D = 28	E = 3%	F = x	G = 23%

> COC(=O)c1sccc1N/N=C/c1ccc(OC)c(OC)c1OC
  A = -20%	B = 1%	C = 35%	D = 113	E = 0%	F = -5%	G = -14%

> Cc1cccc(N2CCN(S(=O)(=O)c3ccc4c(c3)n(C)c(=O)c(=O)n4C)CC2C)c1 (centres undefined)
  A = 9%	B = -18%	C = -3%	D = 13	E = -21%	F = 0%	G = -5%

> CCOc1ccc(CCNC(=O)COc2cccc(-n3cnnn3)c2)cc1OCC
  A = 2%	B = -2%	C = -4%	D = -25	E = 0%	F = x	G = -12%

> CCCCNC(=S)NNC(=O)C1=NN(c2cc(C)ccc2C)C(=O)CC1
  A = 114%[activator]	B = 0%	C = 1%	D = 15	E = 1%	F = 1%	G = u

> Cn1[nH]c2c(c1=O)[C@H](c1ccc(F)cc1)O[C@H](CCc1ccccc1)C2
  A = 18%	B = -1%	C = x	D = 24	E = x	F = x	G = x

> COc1cccc(CNC(=O)C2CCC(CNS(=O)(=O)c3cccc4nsnc34)CC2)c1 (centres undefined)
  A = 4%	B = -2%	C = -7%	D = 16	E = -1%	F = 0%	G = -2%

> CC(C)N1C(=O)CCC1C(=O)N1CCC(Cc2ccccc2)CC1 (centres undefined)
  A = 5%	B = -6%	C = -2%	D = -19	E = -14%	F = 2%	G = u

> O=C(Cc1ccc(F)cc1)Nc1c2c(nn1-c1cccc(Cl)c1)CS(=O)C2 (centres undefined)
  A = 13%	B = -2%	C = 1%	D = -20	E = -28%	F = 9%	G = -11%

> COc1ccc(NC(=O)CSc2oc(-c3cccs3)nc2S(=O)(=O)c2ccccc2)c(OC)c1
  A = x	B = -5%	C = x	D = 1	E = -34%	F = x	G = -2%

> CCOC(=O)c1ccc(N=C2SC(C(=O)NCCc3ccccc3)CC(=O)N2C)cc1 (centres undefined)
  A = -13%	B = -13%	C = -39%	D = -16	E = -10%	F = 1%	G = 1%

> Nc1nc2ccc(C(=O)Nc3ccc(N4CCOCC4)cc3)cc2s1
  A = 7%	B = 1%	C = -18%	D = -23	E = x	F = x	G = x

> Cc1cc(=O)[nH]c(Nc2c(C)n(C)n(-c3ccccc3)c2=O)n1
  A = -9%	B = 4%	C = -8%	D = 31	E = 1%	F = 2%	G = -6%

> C=CCn1c(SCC(=O)NC)nnc1C12CC3CC(CC(C3)C1)C2
  A = 0%	B = -5%	C = 7%	D = 64	E = u	F = -3%	G = -2%

> CCCCN(C)C(=O)c1cc2cc([N+](=O)[O-])cc(OC)c2oc1=O
  A = 20%	B = 3%	C = -6%	D = -8	E = -14%	F = 3%	G = -6%

> O=C(NCCCC(=O)N1CCCCC1)c1ccc(Cl)cc1
  A = 0%	B = -8%	C = 5%	D = -6	E = -18%	F = -10%	G = -8%

> COC(=O)[C@H](CCSC)NC(=O)Cn1cnc(C(=O)Nc2ccc(C)c(C)c2)n1
  A = -4%	B = -1%	C = 14%	D = 65	E = x	F = x	G = x

> Cc1nc2ccc(NC(=O)c3ccc(S(=O)(=O)N4CCOCC4)cc3)cc2s1
  A = -2%	B = -6%	C = 2%	D = -32	E = 1%	F = 3%	G = 1%

> Cc1nnc(NS(=O)(=O)c2ccc(Br)cc2)s1
  A = 11%	B = 3%	C = -12%	D = 10	E = -21%	F = 2%	G = -13%

> COc1ccc(Cc2noc(=O)[nH]2)cc1
  A = -9%	B = 5%	C = x	D = -28	E = x	F = x	G = x

> O=C(NC(=S)Nc1ccccc1)c1cncc(C#Cc2ccccc2)c1
  A = 83%[activator]	B = 2%	C = -27%	D = 44	E = 2%	F = -5%	G = 7%

> Cn1cccc1C(=S)N1CCOCC1
  A = 0%	B = -5%	C = -23%	D = -10	E = 0%	F = -1%	G = u

> COc1cccc(NS(=O)(=O)c2ccc3c(c2)CCCN3C(=O)C2CCC2)c1
  A = x	B = 3%	C = x	D = -14	E = 26%	F = x	G = 4%

> Cc1ccnc(SCC(=O)NC2CC2)n1
  A = 9%	B = -6%	C = -6%	D = 1	E = -23%	F = -1%	G = -1%

> COc1ccccc1CCn1cnc(C)c1CC(C)C
  A = 3%	B = 6%	C = x	D = -17	E = x	F = x	G = x

> Cc1ccc(S(=O)(=O)N2C(=O)c3cccc4cccc2c34)cc1
  A = 4%	B = 7%	C = -32%	D = -15	E = 8%	F = 11%	G = 0%

> Cc1ccc(N2CCCn3c2cc(C)c(C#N)c3=O)cc1Cl
  A = 4%	B = -9%	C = -11%	D = -13	E = 0%	F = 6%	G = u

> Cc1ccc2cc(C=C(C#N)C#N)c(N3CCCCC3)nc2c1
  A = 3%	B = -5%	C = -23%	D = 52	E = 3.2µM*	F = -2%	G = 0%

> Cc1[nH]c2ccc(Br)cc2c(=S)c1C/C=C/Cl
  A = 46%[activator]	B = -21%	C = -50%	D = 6	E = 1%	F = -29%	G = 2%

> O=S(=O)(C(=CNc1ccccc1)S(=O)(=O)c1ccccc1)c1ccccc1
  A = 0%	B = 0%	C = -26%	D = u	E = -3%	F = -3%	G = u

> O=C(Nc1cc(Cl)cc(Cl)c1)C(NCC1CCCO1)c1ccccc1 (centres undefined)
  A = 1%	B = 4%	C = -3%	D = -18	E = -1%	F = -3%	G = 0%

> Cc1cccc(CNC(=O)c2oc3c(c2C)-c2nn(Cc4ccccc4Cl)cc2CC3)c1
  A = x	B = -3%	C = x	D = 21	E = 4%	F = x	G = 23%
